Screening results from PubChem.
ALOX12 inh – ALOX12 (human) lipoxygenase inhibition | P18054 | purified 12hLO, xylenol orange hydroperoxide absorbance | Potency, µM (titrated, usually from 108 µM), for inactives: at the top dose activity change, negative = inhibition, most hits filed as inhibitors | 580,000 compounds, 1.1% hits | AID 1671190; further: potency means the concentration at half of the fitted maximal effect; on the % scale 0 is the no-effect control and ±100 the full control effect
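Purified human 12hLO (150 nM final) in 25 mM Hepes, 0.01% Triton X-100, pH 7.0 was preincubated 15 min at room temperature with compound. Then 40 uM arachidonic acid was added, 30 min. Hydroperoxide was read by Fe-XO absorbance ratio 573/405 nm.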
Vif-APOBEC3G blk – blocks the Vif interaction with human APOBEC3G; Potency, µM (titrated, usually from 46.1 µM), for inactives: at the top dose activity, negative = active, usual class: inhibitors; AID 602310; 410,000 compounds, 0.076% hits; Q9HC16; HeLa A3G-eYFP + Vif (tagged APOBEC3G with the HIV-1 protein that degrades it), YFP fluorescence, overnight;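 further: potency means the concentration at half of the fitted maximal effect; on the % scale 0 is the no-effect control and ±100 the full control effect; nearly all actives have a fitted effect of over 60% in size; hits raise eYFP signal because A3G escapes Vif-driven loss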
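HeLa cells stably expressing Vif and C-terminally eYFP-tagged A3G, seeded overnight at 37 deg C, then exposed to compound by pintool overnight at 37 deg C. Rise in yellow fluorescence (Ex 488/Em 500-530, Acumen) marks blocked Vif-driven A3G degradation.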
ERG-DNA inh – inhibitors of human ERG Ets domain-DNA interaction | P11308 | fluorescence polarization, His-ERG Ets domain / labelled DNA | Potency, µM (top dose mostly 76.9 µM), for the others: top-dose FP activity, negative = inhibition, most hits filed as inhibitors | 370,000 compounds, 0.028% hits | AID 624246; active means well fitted inhibition curve with a large enough effect in the polarisation, with a control signal flat; inconclusive means small, poorly fitted or top-dose-only effect, or effect the other way, or a change in a side signal; inactive means no such curve, though single readings can be large or run the other way; the % refers to the polarisation;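 further: polarization taken with two DNA probes labelled with fluorescein and Texas red; potency means the concentration at half of the fitted maximal effect; % of control where 0% means no effect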
Target sequence (P11308 whole entry, looked up, the tested form may be a part): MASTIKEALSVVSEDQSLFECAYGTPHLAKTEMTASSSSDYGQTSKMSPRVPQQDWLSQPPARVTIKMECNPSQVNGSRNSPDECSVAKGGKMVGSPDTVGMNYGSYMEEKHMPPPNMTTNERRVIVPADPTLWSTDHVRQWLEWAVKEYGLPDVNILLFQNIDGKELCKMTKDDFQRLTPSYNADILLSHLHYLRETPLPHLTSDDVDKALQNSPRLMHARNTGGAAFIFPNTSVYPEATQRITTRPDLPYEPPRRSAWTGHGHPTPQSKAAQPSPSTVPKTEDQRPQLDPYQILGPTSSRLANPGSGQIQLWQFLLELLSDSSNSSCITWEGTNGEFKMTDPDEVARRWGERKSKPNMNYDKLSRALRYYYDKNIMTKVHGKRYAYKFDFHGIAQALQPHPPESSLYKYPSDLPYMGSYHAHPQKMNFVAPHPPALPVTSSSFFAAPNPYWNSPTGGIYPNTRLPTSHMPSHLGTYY
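His-tagged ERG Ets domain (1 uM in the protein solution; 300mM KCl, 50mM Tris-HCl, 1mM EDTA, 1mM DTT, pH 7.5) received compound, then a probe mix of 5 nM fluorescein-DNA and 100nM Texas-615-DNA. Fluorescence polarization was read for both dyes.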
Vif-A3F inh – inhibitors of Vif-A3F interaction; HeLa A3F-eYFP + Vif (tagged APOBEC3F with the HIV-1 protein that degrades it), YFP fluorescence increase; Potency, µM (series often up to 46.1 µM), without a hit: at the top dose activity, negative = active; 390,000 compounds, 0.2% hits; AID 602313; further: potency means the concentration at half of the fitted maximal effect; % of control where 0% means no effect; nearly all actives have a fitted effect of over 65% in size
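HeLa cells stably expressing A3F-eYFP plus Vif, plated and incubated overnight at 37 deg C, then exposed to compounds overnight at 37 deg C. Blocked degradation read as raised yellow fluorescence (Ex 488/Em 500-530).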
LDHA inh – blocks human lactate dehydrogenase A | P00338 | purified LDHA, NADH/diaphorase-resazurin fluorescence; stronger effect = lower value | activity change, % (values are at about 110 or 230 µM) | 480,000 compounds, 0.15% hits; in the data active means activity change below about -30%; inconclusive means mostly about -25% to -30%;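 further: plate controls were DMSO wells for no effect and wells without enzyme for full effect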
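Enzyme activity of human lactate dehydrogenase 5 (2 nM; 0.06 mM NADH, 0.2 mM pyruvate, 5 min, RT) is measured via a resazurin/diaphorase fluorescence readout of residual NADH.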
D2 antagonist – antagonists of human D2 dopamine receptor; P14416; HEK293 TREx D2 cells, calcium flux, dopamine EC80; inhibition, % at 10 µM; 340,000 compounds, 2% hits; AID 485344; in the data active means inhibition above about 30%; further: 0% is about no effect
Target sequence (P14416 whole entry, looked up): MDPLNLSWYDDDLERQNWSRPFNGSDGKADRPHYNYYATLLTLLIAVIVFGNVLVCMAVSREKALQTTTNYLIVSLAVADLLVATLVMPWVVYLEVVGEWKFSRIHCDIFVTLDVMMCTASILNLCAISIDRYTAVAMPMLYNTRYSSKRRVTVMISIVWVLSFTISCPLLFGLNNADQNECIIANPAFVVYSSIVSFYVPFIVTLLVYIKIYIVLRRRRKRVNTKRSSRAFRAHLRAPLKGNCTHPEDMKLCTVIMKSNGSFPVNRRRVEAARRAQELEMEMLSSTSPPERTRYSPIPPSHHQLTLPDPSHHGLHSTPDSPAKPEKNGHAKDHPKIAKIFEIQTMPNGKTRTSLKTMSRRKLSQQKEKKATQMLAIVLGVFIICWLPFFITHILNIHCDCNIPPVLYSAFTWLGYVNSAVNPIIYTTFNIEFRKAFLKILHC
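Tetracycline-induced HEK293 TREx cells expressing D2 receptor forced-coupled to calcium signalling, loaded with no-wash calcium dye. Compounds added and calcium flux read 180 s, then dopamine added at EC80 and read a further 180 s.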
GRP78 ERSR act – ER stress response induction in glioma; U87-MG GRP78 promoter luciferase reporter, 16 h; Potency, µM, for the others: top-dose activation, hits mostly activators; 420,000 compounds, 0.02% hits; further: potency means the concentration at half of the fitted maximal effect; series mostly up to about 76 µM; % of control where 0% means no effect; nearly all actives have a fitted effect of over 35% in size
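Stably transfected U87-MG human glioma cells carrying a GRP78-based luminescent sensor were seeded at 1000 cells/well, pin-dosed with compounds and incubated 16 h. Luciferase reagent was then added, and end-point luminescence was read after 10 min at room temperature.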
RGS4 inhibitor – human RGS4 inhibition; P49798; Transcreener GDP fluorescence polarization, RGS4-accelerated GTP hydrolysis; Potency, µM (highest dose often 114 µM), inactives show at the highest dose activity change, negative = inhibition, most hits filed as inhibitors; 390,000 compounds, 0.039% hits; further: potency means the concentration at half of the fitted maximal effect; on the % scale 0 is the no-effect control and ±100 the full control effect; nearly all actives have a fitted effect of over 75% in size; some results filed as inactive show a strong effect at the top dose
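MLSMR compounds (23 nl, pin-transferred) preincubated 10 min at room temperature with a 500nM (2x) first reagent, then RGS4 at 900nM (2x) plus Transcreener GDP mix added; fluorescence polarization (620/688 nm) read before and after 90 min at 30 °C.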
D2 ag – agonists of human D2 dopamine receptor. HEK293 T-REx D2 cells, calcium flux agonist mode. activation, % at 2 µM. 340,000 compounds, 0.53% hits;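 active means activation over 3 SD above normal in the single-dose calcium agonist read, cut at about 30% in these data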; further: 0% is about no effect
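Agonism scored from kinetic calcium signal (1 read/sec, 180 s) following compound pin transfer, after a 10 s baseline. Cells: HEK293 Trex line expressing inducible D2 receptor coupled to calcium, dye-loaded after overnight culture at 30 C.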
* = called active by the depositor; i = inactive; ? = inconclusive; · = no result given; & = joins results of further samples; [ ] = another dose, or the depositor's remark. Unless noted, the call rests on the fitted dose curve; in most records, active means well fitted curve in the direction sought with a large enough effect; inconclusive means small, poorly fitted or top-dose-only effect, or another doubt; inactive means no such curve, though single readings can be large; an effect the other way counts as inactive or inconclusive.

SMILES | ALOX12 inh | Vif-APOBEC3G blk | ERG-DNA inh | Vif-A3F inh | LDHA inh | D2 antagonist | GRP78 ERSR act | RGS4 inhibitor | D2 ag
O=C(Cc1ccc(F)cc1)N1CCC(N2CCC(C(=O)N3CCOCC3)CC2)CC1 | -5% | 0% | 14% | -1% | -3 | · | -4% | 10% | ·
COc1ccc(NC(=O)/C(C#N)=C\c2cc(OC)c(OCc3ccc(C(=O)O)cc3)cc2Br)cc1 | -3% | 2% | 11% | -3% | -7 | 11 | 14% | -15% | 0.4
O=C(CN1CCN(c2ccc(O)cc2)CC1)Nc1ccc2c(c1)OCCO2 | ? | -4% | 0% | -2% | 6 | -10 | 2% | ? | 36*
COc1ccc(S(=O)(=O)N2CCC(C(=O)Nc3nnc(C)s3)CC2)cc1OC | 2% | 0% | 8% | 2% | -1 | 9 | -4% | -3% | 0.0
CCC(C)CCN1CCN=C1Nc1ccccc1 (configuration not stated) | 3% | 4% | 1% | 4% | -18 | 7 | -4% | 2% | 0.0
COc1ccc(N2CCN(C(CNS(C)(=O)=O)c3ccco3)CC2)cc1 (configuration not stated) | -8% | -4% | 0% | -2% | 1 | 10 | 1% | -18% | -0.1
CCOC(=O)c1c(NC(=O)c2cc3n(n2)C(C(F)(F)F)CC(c2ccccc2)N3)sc(C)c1C (configuration not stated) | -16% | 1% | -5% | -16% | -7 | · | -4% | 30% | ·
COc1cccc(CNC(=O)c2cc3oc4ccccc4c3n2C)c1OC | 2% | -4% | 5% | -2% | -6 | -3 | -1% | -13% | 1.6
Cc1ccc(CN2CCNC(=O)C2CC(=O)N(Cc2c(C)nn(C)c2C)C2CC2)o1 (configuration not stated) | 0% | -1% | 5%[15.4 µM] | 0% | 5 | -18 | -5% | -22% | 1.0
O=C(Cn1c(O)c(/C=C2\C=Nc3ccccc32)sc1=O)Nc1ccc2c(c1)OCO2 | -12% | 0% | · | -2% | -6 | · | -3% | 8% | ·
Cc1cc(NC(=O)c2ccc(C#N)cc2)on1 | -10% | 3% | -16% | 2% | -12 | -1 | 4% | -7% | 0.2
CCCCN1C(=O)c2ccc(C(=O)Nc3ccc(C)c(S(=O)(=O)N(C)C)c3)cc2C1=O | 5% | 0% | · | -4% | -1 | 4 | -5% | 6% | -0.6
O=C(Nc1cc(C(F)(F)F)ccc1N1CCOCC1)c1cccc(F)c1 | i | 0% | 3% | 0% | 0 | -28 | 6% | 14% | 0.7
CC(C)CN(C(=O)CSc1n[nH]c(-c2cccs2)n1)C1CCS(=O)(=O)C1 (configuration not stated) | 5% | 1% | 35%[activator] | -13% | -2 | 6 | 6% | -32% | 0.6
O=C(OCc1nc2scc(-c3ccccc3)c2c(=O)[nH]1)c1ccco1 | 0% | 3% | 11% | -7% | -4 | 13 | -2% | -16% | 0.3
Cc1cccc(OCC(=O)NCC(c2cccs2)N2CCOCC2)c1 (configuration not stated) | 6% | 0% | 1% | 3% | -4 | -7 | -2% | 16% | 0.1
COc1ccc(NC(=O)c2sc(N3CCOCC3)nc2-c2ccccc2)c(OC)c1 | ? | -8% | -7% | -1% | -2 | -7 | -4% | 21% | 1.3
CN(C)c1ccc(CNC23CN4CN(CN(C4)C2)C3)cc1 | 17% | 1% | -2% | -14% | -3 | -16 | -2% | 20% | 1.0
CC(=O)N(C)c1ccc(NC(=S)NCC(C)C)cc1 | -1% | 3% | -7% | 3% | -1 | -16 | -2% | -5% | -0.7
CN(C(=O)c1ccc(NC(=O)C2CCCN(C(=O)OC(C)(C)C)C2)cc1)C1CCC1 (configuration not stated) | 5% | -1% | -8% | -6% | -5 | · | -4% | 9% | ·
COc1cc2cc(C(=O)N/N=C/c3ccccc3Cl)[nH]c2cc1OC | 0% | -9% | 3% | 3% | -14 | 12 | 1% | -11% | -0.6
Cc1noc(C)c1S(=O)(=O)N1CCC(C(=O)N2CCN(c3ccc(Cl)cc3)CC2)CC1 | 0% | 0% | 1% | -5% | -4 | -3 | 0% | 18% | 0.9
O=C(c1cc(NC(=O)C23CC4CC(CC(C4)C2)C3)cc(NC(=O)C23CC4CC(CC(C4)C2)C3)c1)N1CCCCC1 | · | 1% | 3% | -2% | 0 | 9 | -2% | -13% | 0.4
O=S(=O)(c1cccc(COc2ccc(Cl)cc2Cl)c1)N1CCOCC1 | i | 2% | 7% | -20% | -4 | 4 | 0% | 10% | 0.3
COc1cc2c(C#CCCCO)c(-c3ccc(C#N)cc3)oc(=O)c2cc1OC | ? | 5% | 2% | 0% | -4 | -1 | -4% | -34% | 0.8
Cc1occc1C(=O)NC(C)CCc1ccccc1 (configuration not stated) | 349%[activator] | 2% | -3% | · | 2 | -4 | 11% | 10% | -1.0
O=C(Nc1ccc2c(c1)OCO2)C1CCN(S(=O)(=O)c2cccs2)CC1 | 24% | 0% | 0% | -7% | 7 | 7 | 3% | 15% | -0.6
Cc1csc2nc(COc3ccccc3NC(=O)c3ccccc3Cl)cc(=O)n12 | -3% | 0% | -6% | -3% | -7 | · | -1% | 4% | -1.1
COc1ccc(-n2nc3c(c2NC(=O)C(=O)NCc2ccccc2)CSC3)cc1 | 0% | -5% | 1% | 5% | -1 | · | -2% | 0% | ·
CCC(=O)Nc1cc(C(=O)O)ccc1Sc1ccc(Cl)cc1 | -18% | -3% | 6% | -7% | -1 | · | -1% | 17% | ·
Cc1ccsc1/C=N/Nc1ccc(C(=O)O)cc1 | 0% | -4% | -1% | 3% | -2 | 9 | -14% | 2% | 0.6
COc1ccc(OC)c(CNS(=O)(=O)c2cc(CN3C(=O)c4cccnc4C3=O)ccc2OC)c1 | -3% | -1% | 6% | -5% | -3 | -9 | 0% | 8%[11.4 µM] | 0.3
O=C(Cc1ccccc1)Nc1sc2c(c1C(=O)Nc1ccc(Br)cc1)CCC2 | -16% | -2% | 5% | 1% | -3 | · | -3% | -23% | -0.6
Cc1ccc(NS(=O)(=O)c2ccc3[nH]c(=O)c(=O)[nH]c3c2)cc1Cl | ? | 3% | 2% | -1% | -11 | 3 | -4% | 5% | 0.0
Cc1cccc(C)c1NC(=S)N(Cc1cccnc1)Cc1ccccc1Cl | 16% | 0% | 8% | ? | -1 | -10 | -1% | -23% | -0.3
COc1ccc(S(=O)(=O)N2CCOCC2)cc1NC(=O)c1ccc(S(=O)(=O)N2CCCCC2)cc1 | 22% | -14% | 10% | 4% | -1 | · | -7% | 2% | ·
O=S1(=O)N=C(Nc2nncs2)c2ccccc21 | ? | 1% | -2% | -5% | -3 | -15 | -3% | -22% | -1.2
CCCNC(=O)Cn1c(=O)oc2cc(S(=O)(=O)N3CC(C)CC(C)C3)ccc21 (configuration not stated) | -2% | 3% | -1% | 3% | -10 | -1 | 1% | 1% | 1.0
O=C(O)COc1ccccc1/C=N/NC(=O)CSc1nc2ccccc2n1Cc1ccccc1Cl | -2% | 1% | 15% | -14% | -7 | -5 | -2% | -10% | 1.7
COc1ccc2[nH]c3nc(SCC(=O)Nc4cccc(NC(C)=O)c4)nnc3c2c1 | 32%[activator] | 2% | 3% | -1% | -5 | -18 | 1% | 9% | 1.5
COc1ccc(CNC(=O)Cn2ccc3cc(S(=O)(=O)N4CCCCC4)ccc32)cc1OC | -19% | 0% | -12% | 0% | 5 | · | -1% | 31% | -0.5
CC1(C)Cc2noc(N)c2C(C)(C)N1OC(=O)c1cccs1 | 0%[57.4 µM] | 0% | -5% | 4% | 0 | -10 | -5% | -5% | -1.0
CCN(CC)c1ccc(C(=O)N/N=C/c2ccccc2OC(F)F)cc1 | 20% | -10% | -24% | 1% | -3 | -15 | -3% | 14% | -0.3
Cc1ccc(NC(=O)CN(C)C(=O)COC(=O)CNS(=O)(=O)c2ccc(F)c(F)c2F)cc1 | ? | 2% | -5% | 0% | -3 | · | -1% | 0% | ·
CCOC(=O)N1CCC(NC(=O)C(NS(=O)(=O)c2cccc3nsnc23)c2ccccc2)CC1 (configuration not stated) | 20% | 0% | 2% | -9% | 0 | 7 | 4% | -1% | -0.6
O=C(Nc1nnc(-c2cccnc2)s1)c1cccs1 | -6% | 1% | 3% | 2% | -2 | 14 | 2% | -7% | -0.3
Cn1nnnc1SCc1ccc(C(=O)Nc2nccs2)cc1 | 22% | 1% | 5% | -10% | 0 | 3 | 2% | -8% | 2.0
Cc1ccc(OCCn2cc(/C=C(\C#N)C(=O)NCC3CCCO3)c3ccccc32)cc1C (configuration not stated) | -9% | -3% | -1% | -2% | -3 | -4 | -2% | 8% | 0.5
CCOC(=O)c1c(C)[nH]c(C)c1S(=O)(=O)N(C)CC(=O)NCc1cccc(Br)c1 | 3%&0% | 0%&-3% | -3%&-5% | 2%&4% | -20&4 | -26 | -4%&-2% | 16%&3% | 0.6&-0.2

In the list so far, these have a CF3 group:
SMILES | ALOX12 inh | Vif-APOBEC3G blk | ERG-DNA inh | Vif-A3F inh | LDHA inh | D2 antagonist | GRP78 ERSR act | RGS4 inhibitor | D2 ag
CCOC(=O)c1c(NC(=O)c2cc3n(n2)C(C(F)(F)F)CC(c2ccccc2)N3)sc(C)c1C (configuration not stated) | -16% | 1% | -5% | -16% | -7 | · | -4% | 30% | ·
O=C(Nc1cc(C(F)(F)F)ccc1N1CCOCC1)c1cccc(F)c1 | i | 0% | 3% | 0% | 0 | -28 | 6% | 14% | 0.7

Only part of the results is shown; rates above refer to the full screens.
